# MOR-DOR inv ag – inverse agonist of human OPRM1-OPRD1 heterodimerization | inhibition, % at 9.3 µM | hit rate 0.21% among 340,000 | cell-based MOR-DOR heterodimer luminescence, inverse agonism | P35372+P41143; in the data active = inhibition above about 22%, passing the limit was not always enough;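 note: 0% = cells with DMSO and 100% = wells without cells with DMSO; values of inactives mirror those of a sister screen read the other way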
# LANA DNA inh – KSHV C-LANA DNA binding inhibition | AID 504423 | inhibition, % at 9 µM | MBP-C-LANA/FAM-LBS DNA binding, fluorescence polarization | hit rate 0.078% among 340,000;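 active = highest replicate inhibition at or above 60% at 9 µM, even if other replicates fall short; inactive = all replicates below 60% inhibition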;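 note: 0% = neutral control wells and 100% = 4 µM acridine orange control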
# RTF Ca sens inh – cardiac RTF calcium desensitization; hit rate 0.12% among 340,000; IANBD-labeled cardiac RTF, Ca2+ fluorescence; inhibition, % at 7.15 µM;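 active = inhibition above the mean inhibition of all tested compounds plus 3 SD, cut at about 17% in these data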;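 note: assay run at fixed EC70 calcium of 1.6 mM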
# V-ATPase pHluor – yeast V-ATPase proton transport regulation by pHLuorin | S. cerevisiae, pHLuorin cytosolic pH fluorescence | hit rate 0.37% among 350,000 | response, % at 10 µM; in the data active = response mostly above about 7.3%, no sharp cut-off; inactive = mostly below about 5.4%; note: actives read high; inactives centre near 0; some compounds called inactive have numbers as strong as hits; reference of the scale not given here
# RTF Ca sens act – cardiac RTF calcium sensitization | P19429+P45379 | IANBD-labeled TnC RTF fluorescence at EC20 calcium; 0% EC20 calcium, 100% full calcium | activation, % at 7.2 µM | hit rate 0.24% among 340,000;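 active = activation above the mean over all tested compounds plus 3 SD, cut at about 30% in these data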;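 note: rise in fluorescence read as greater calcium sensitivity of cardiac thin filaments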
# CAL PDZ FP – inhibitors of human CAL PDZ peptide binding; Q9HD26; purified CAL PDZ, TMR-peptide fluorescence polarization, 1 h; inhibition, % at 24.9 µM; hit rate 0.92% among 300,000;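 active = mean inhibition of at least 30% with at least half of replicates also reaching 30%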;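 note: 0% = DMSO neutral control and 100% = excess unlabeled competitor peptide PRC23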
# HTR5A inv ctr – inverse agonist of human HTR5A in OPRM1-OPRD1 counter-screen; P47898; HTR5A cell line, luminescence, inverse agonism; inhibition, % at 9.3 µM; hit rate 0.083% among 340,000; AID 504634; in the data active = inhibition mostly above about 23%, no sharp cut-off; inactive = mostly below about 18%;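 note: 0% = cells with DMSO and 100% = no-cell wells with DMSO; some compounds called inactive have numbers as strong as hits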
# HTR5A ag – counter-screen for OPRM1-OPRD1 agonists: human HTR5A agonism | AID 504692 | P47898 | HTR5A agonist assay, luminescence, cell-based | activation, % at 9.3 µM | hit rate 0.61% among 340,000; in the data active = activation mostly above about 9.5%, no sharp cut-off; inactive = mostly below about 7.6%;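 note: 0% = cells with vehicle only and 100% = reference agonist; strong numbers were not always called active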
# MOR-DOR ag – agonists of human mu-delta opioid receptor heterodimerization | P35372+P41143 | cells, OPRM1-OPRD1 heterodimerization, luminescence | activation, % at 9.3 µM | hit rate 0.3% among 340,000; in the data active = activation above about 18%;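 note: 0% = vehicle-treated cells and 100% = reference agonist; values of inactives mirror those of a sister screen read the other way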
# Keap1 Nrf2 FP – Keap1-Nrf2 (human) interaction inhibition. inhibition, % at 9.4 µM. Keap1 Kelch-Nrf2 peptide fluorescence polarization, 1536-well. hit rate 0.15% among 340,000. Q14145; in the data active = inhibition above about 12%;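 note: human Keap1 Kelch domain with fluorescein labeled Nrf2 9mer peptide probe; 0% = neutral control wells and 100% = peptide positive control; higher means more block of Keap1 binding to Nrf2 peptide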
# Target sequence (Q14145 whole entry, looked up, the tested form may be a part): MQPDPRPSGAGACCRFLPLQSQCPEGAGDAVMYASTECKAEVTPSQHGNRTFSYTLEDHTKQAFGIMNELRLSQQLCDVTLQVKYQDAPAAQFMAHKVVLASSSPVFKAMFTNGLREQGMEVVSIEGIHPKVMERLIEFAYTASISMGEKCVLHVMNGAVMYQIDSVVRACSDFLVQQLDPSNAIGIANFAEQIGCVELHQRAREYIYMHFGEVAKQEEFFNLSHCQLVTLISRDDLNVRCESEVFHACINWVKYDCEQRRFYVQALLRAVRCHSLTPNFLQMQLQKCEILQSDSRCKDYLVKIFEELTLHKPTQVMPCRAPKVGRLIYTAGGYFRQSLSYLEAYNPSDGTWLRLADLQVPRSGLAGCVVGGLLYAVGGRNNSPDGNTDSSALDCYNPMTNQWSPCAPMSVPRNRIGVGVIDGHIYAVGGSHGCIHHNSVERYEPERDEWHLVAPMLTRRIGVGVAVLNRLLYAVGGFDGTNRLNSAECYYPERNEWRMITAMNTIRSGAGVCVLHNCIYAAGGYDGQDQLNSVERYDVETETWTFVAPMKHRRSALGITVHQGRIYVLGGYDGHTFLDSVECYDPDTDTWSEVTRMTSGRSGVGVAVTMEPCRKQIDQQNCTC
# * marks the source's active call; other numbers are inactive results; nt = no result given.
# Start of the listing, in advance (9 entries):
canonical_smiles | MOR-DOR inv ag | LANA DNA inh | RTF Ca sens inh | V-ATPase pHluor | RTF Ca sens act | CAL PDZ FP | HTR5A inv ctr | HTR5A ag | MOR-DOR ag | Keap1 Nrf2 FP
CCc1csc(CCNC(=O)C2CCC(=O)N(Cc3cccc(C(F)(F)F)c3)C2)n1 (configuration not stated) | 10.0 | -0.4 | -2.1 | -2.0 | 3.9 | -5.4 | -20.1 | 5.9 | -1.8 | -0.5
CC(=O)CC(=O)Nc1ccn(-c2ccccc2)n1 | 2.3 | 0.9 | -6.1 | 2.1 | -5.8 | -1.7 | 0.4 | -4.5 | -0.4 | -1.0
COc1ccc(S(=O)(=O)N2CCC(NC(=O)OCc3c(Cl)cccc3Cl)CC2)cc1 | 7.1 | 1.3 | -13.7 | 0.2 | -0.1 | -3.5 | -34.3 | 12.8 | -1.2 | -8.1
CC1=CC2=NC(=O)CC(C)(C(=O)N(CC(=O)NC3CCCC3)c3ccccc3C)N2C=C1 (configuration not stated) | 13.5 | 0.0 | 2.5 | 4.4 | 6.9 | 0.4 | -9.7 | 3.6 | -2.5 | -1.8
O=C(COC(=O)c1ccc([N+](=O)[O-])o1)NCc1ccc2c(c1)OCO2 | 3.3 | -0.1 | 2.2 | -4.0 | -1.3 | -0.5 | 21.1 | -0.8 | -0.9 | -2.8
C=CCN1C(=O)c2ccc(C(=O)N(C)CC(=O)Nc3ccc(Br)cc3C)cc2C1=O | 6.5 | 1.5 | -3.2 | 1.8 | 0.1 | -4.7 | -2.0 | 2.1 | -1.0 | -0.6
c1cnc2c(SCc3ccc(-c4nnco4)cc3)cccc2c1 | -3.9 | 0.8 | 0.6 | 7.1 | -1.1 | nt | -27.1 | 7.3 | 0.9 | -4.2
Nc1nc(NCCc2ccccc2)nc(NCc2ccccc2)c1[N+](=O)[O-] | -25.5 | 2.1 | -0.6 | 3.9 | -6.3 | 3.6 | -0.1 | 0.0 | 4.4 | 1.3
CC(=O)N1c2ccc(S(=O)(=O)N3CCCCC3)cc2CC1C(=O)NCc1ccccc1C (configuration not stated) | 6.6 | 0.3 | -7.9 | 3.6 | 2.5 | 39.4* | 9.2 | -3.9 | -1.2 | -10.5

# Results, repeating the preview:
canonical_smiles | MOR-DOR inv ag | LANA DNA inh | RTF Ca sens inh | V-ATPase pHluor | RTF Ca sens act | CAL PDZ FP | HTR5A inv ctr | HTR5A ag | MOR-DOR ag | Keap1 Nrf2 FP
CCc1csc(CCNC(=O)C2CCC(=O)N(Cc3cccc(C(F)(F)F)c3)C2)n1 (configuration not stated) | 10.0 | -0.4 | -2.1 | -2.0 | 3.9 | -5.4 | -20.1 | 5.9 | -1.8 | -0.5
CC(=O)CC(=O)Nc1ccn(-c2ccccc2)n1 | 2.3 | 0.9 | -6.1 | 2.1 | -5.8 | -1.7 | 0.4 | -4.5 | -0.4 | -1.0
COc1ccc(S(=O)(=O)N2CCC(NC(=O)OCc3c(Cl)cccc3Cl)CC2)cc1 | 7.1 | 1.3 | -13.7 | 0.2 | -0.1 | -3.5 | -34.3 | 12.8 | -1.2 | -8.1
CC1=CC2=NC(=O)CC(C)(C(=O)N(CC(=O)NC3CCCC3)c3ccccc3C)N2C=C1 (configuration not stated) | 13.5 | 0.0 | 2.5 | 4.4 | 6.9 | 0.4 | -9.7 | 3.6 | -2.5 | -1.8
O=C(COC(=O)c1ccc([N+](=O)[O-])o1)NCc1ccc2c(c1)OCO2 | 3.3 | -0.1 | 2.2 | -4.0 | -1.3 | -0.5 | 21.1 | -0.8 | -0.9 | -2.8
C=CCN1C(=O)c2ccc(C(=O)N(C)CC(=O)Nc3ccc(Br)cc3C)cc2C1=O | 6.5 | 1.5 | -3.2 | 1.8 | 0.1 | -4.7 | -2.0 | 2.1 | -1.0 | -0.6
c1cnc2c(SCc3ccc(-c4nnco4)cc3)cccc2c1 | -3.9 | 0.8 | 0.6 | 7.1 | -1.1 | nt | -27.1 | 7.3 | 0.9 | -4.2
Nc1nc(NCCc2ccccc2)nc(NCc2ccccc2)c1[N+](=O)[O-] | -25.5 | 2.1 | -0.6 | 3.9 | -6.3 | 3.6 | -0.1 | 0.0 | 4.4 | 1.3
CC(=O)N1c2ccc(S(=O)(=O)N3CCCCC3)cc2CC1C(=O)NCc1ccccc1C (configuration not stated) | 6.6 | 0.3 | -7.9 | 3.6 | 2.5 | 39.4* | 9.2 | -3.9 | -1.2 | -10.5
CCOCCCNC(=O)C1CCCCN1S(=O)(=O)c1ccc(F)cc1 (configuration not stated) | 6.1 | -1.6 | -8.2 | -0.6 | 1.4 | -2.7 | -8.6 | -0.7 | -1.2 | -1.7
O=C(CN1CCN(Cc2ccccc2)CC1)N/N=C/c1c[nH]c2ccccc12 | 2.9 | 0.9 | 7.0 | -1.6 | 3.6 | -0.7 | 26.1 | -2.6 | -0.5 | 0.4
CCOC(=O)N1CCN(c2ccncc2S(=O)(=O)N2CCCCC2)CC1 | -0.7 | 0.2 | -7.3 | 2.0 | -3.2 | 2.8 | 4.9 | -1.3 | 0.1 | -1.1
COc1ccc(CNC(=O)CCNC(=O)c2ccc(C(C)(C)C)cc2)cc1OC | 24.2 | -0.8 | -0.8 | 6.1 | -6.6 | 17.8 | 3.3 | 1.1 | -5.0 | -2.8
CCN(CC)S(=O)(=O)c1ccc(N2CCOCC2)c(NC(=O)c2cc(C)cc(C)c2)c1 | 4.8 | -1.7 | -4.2 | -0.5 | -3.2 | -1.0 | -7.6 | 2.8 | -0.8 | 0.2
CCOc1ccc(OCC)c(S(=O)(=O)N2CCCCC2)c1 | 15.9 | -0.2 | -1.1 | 4.7 | -3.2 | nt | -11.6 | 0.4 | -3.5 | -3.4
C=CCNCCOCCOc1ccc(C)cc1Br | -12.4 | 0.7 | -18.2 | 0.1 | -5.3 | 31.9* | 9.7 | -3.6 | 2.1 | -6.2
O=C(COC(=O)CNS(=O)(=O)/C=C/c1ccccc1)Nc1cccc2ccccc12 | -6.0 | -2.4 | 0.7 | 0.8 | -0.4 | 1.6 | -3.5 | 2.0 | 1.2 | 1.6
Cc1ccc(-c2cc(C(F)F)n3ncc(C(=O)N4CCCc5ccccc54)c3n2)cc1 | 10.0 | -1.7 | -10.2 | 0.5 | 0.8 | -9.1 | -24.3 | 6.9 | -1.8 | -0.3
O=C(NCC(c1cccs1)N1CCOCC1)c1cc(S(=O)(=O)N2CCOCC2)ccc1F (configuration not stated) | 7.3 | nt | -0.6 | 2.7 | -6.9 | -1.6 | 8.8 | -3.2 | -1.4 | nt
COc1ccc(OC)c(NC(=O)Cn2c(C)nc3ccccc3c2=O)c1 | 12.1 | 0.0 | 2.3 | 3.0 | 0.8 | -2.2 | 9.6 | -3.7 | -2.1 | 1.7
CC1CCN(CC(=O)Nc2cc(C(F)(F)F)ccc2Cl)CC1 | 4.3 | -2.1 | 7.6 | 3.4 | 4.4 | -2.8 | 19.0 | 2.3 | -0.8 | 6.4
CC(CN1CCOCC1)OC(=O)/C=C/c1ccccc1 (configuration not stated) | -8.2 | 0.0 | 2.0 | 1.5 | -4.4 | -2.1 | -20.2 | 7.8 | 1.4 | -6.3
CC1CCCN(C(=O)CN(C)S(=O)(=O)c2cccc3nsnc23)C1 (configuration not stated) | 11.2 | 0.2 | -3.9 | 1.6 | 3.7 | -8.0 | 14.2 | -0.7 | -2.2 | -7.0
CC(NC(=O)c1ccc(Br)s1)C1CCCO1 (configuration not stated) | 5.7 | 0.3 | -5.2 | 0.3 | 1.7 | nt | 9.2 | 0.3 | -1.1 | 3.1

# Some values from above.
# CC(NC(=O)c1ccc(Br)s1)C1CCCO1 (configuration not stated) @ HTR5A ag: 0.3
# CC(=O)N1c2ccc(S(=O)(=O)N3CCCCC3)cc2CC1C(=O)NCc1ccccc1C (configuration not stated) @ MOR-DOR inv ag: 6.6
